Screening data as filed in PubChem.
FBPA Giardia inh: inhibitors of Giardia lamblia fructose-1,6-bisphosphate aldolase; A8B2U2; Potency, µM (series often up to 59.6 µM), inactives show at the top dose activity, negative = inhibition, usual class: inhibitors; AID 2451; purified Giardia FBPA; 0.71% of 290,000 active; active means well fitted inhibition curve with a large enough effect; inconclusive means small, poorly fitted or top-dose-only effect, or effect the other way; further: nearly all actives have a fitted effect of over 55% in size
Target sequence (A8B2U2 whole entry, looked up): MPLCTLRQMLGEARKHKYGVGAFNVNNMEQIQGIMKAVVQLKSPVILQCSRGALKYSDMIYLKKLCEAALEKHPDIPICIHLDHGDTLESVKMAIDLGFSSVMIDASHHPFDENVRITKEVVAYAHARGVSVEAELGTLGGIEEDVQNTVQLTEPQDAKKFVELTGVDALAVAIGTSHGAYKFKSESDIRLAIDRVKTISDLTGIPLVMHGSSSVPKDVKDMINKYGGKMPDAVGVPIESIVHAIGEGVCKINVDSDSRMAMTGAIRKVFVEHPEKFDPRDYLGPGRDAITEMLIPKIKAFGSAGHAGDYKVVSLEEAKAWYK
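Giardia FBPA (40 nM reagent) was preincubated 10 min at RT with compound (up to 57.5 uM final), then substrate plus GAPDH/TPI/NAD/arsenate coupling system with diaphorase/resazurin was added; resorufin fluorescence (525/598 nm) was read after 20 min.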
Starred values were filed as active, the others as inactive; ? = inconclusive; & = joins results of further samples; [ ] = remark or other dose. On the % scale 0 is the no-effect control and ±100 the full control effect; potency means the concentration at half of the fitted maximal effect. Some of the compounds tested (hit frequency here may not be typical).

smiles	FBPA Giardia inh
COCCn1c(=O)c(-c2ccccc2)nc2cnc(N(C)C)nc21	-16%
Cn1cccc1C(=O)N1CCC2(CC1)CN(C(=O)Nc1ccccc1)C2	1%
CCC(CCC(C)C1CCC2C3CCC4CC(O)CC[C@@]4(C)C3CC[C@@]12C)C(C)C (stereo partly drawn)	0%
CS(=O)(=O)c1ccc(CNC(=O)[C@@H]2C[C@H]2[C@@H](NP(=O)(c2ccccc2)c2ccccc2)c2ccccc2)cc1	8%
O=C(c1cc(C(F)(F)F)cc(C(F)(F)F)c1)N1CCC[C@@]2(CCN(c3ccncc3)C2)C1	0%
COC(=O)c1ccc(-c2ccc(C3C4C=CCC(C)C4C(=O)N3Cc3ccccc3)c(F)c2)cc1 (stereo not drawn)	0%
COc1ccc(CNc2nc(-c3ccoc3)nc3ccccc23)c(OC)c1	-12%
C=C(C)[C@H]1CN[C@H](C(=O)O)[C@@H]1CC(=O)O	-6%
CC(C(=O)O)C1CCC2C3CC=C4CC(O)CC[C@@]4(C)C3CC[C@]12C (stereo partly drawn)	2%
O=C(c1csnn1)N1CCC2(CC1)CCN(c1ncccn1)CC2	1%
COc1cc(O)c(C)c(O)c1	-6%
CCCC/C=C/C(NC(=O)C(C)(C)C)c1ccccc1 (stereo not drawn)	-1%
CC[C@H](C)[C@H](NC(=O)CN)C(=O)N[C@@H](CC(C)C)C(=O)NCC(=O)N[C@@H](Cc1ccccc1)C(=O)N[C@H](C(=O)N[C@@H](Cc1ccccc1)C(=O)N[C@H](C(=O)N[C@@H](CC(C)C)C(=O)O)[C@@H](C)O)C(C)C	3%
NC(CCP(=O)(O)O)C(=O)O (stereo not drawn)	0%
Cc1ccc(CNC(=O)[C@H]2C[C@@H]2[C@H](NP(=O)(c2ccccc2)c2ccccc2)c2ccccc2)c(F)c1F	5%
O=C(c1ccncc1)N1CCC[C@@]2(CCN(Cc3ccccc3)C2)C1	0%
CNC(=O)Oc1ccc2c(c1)[C@@]1(C)CCN(C)C1N2C (stereo partly drawn)	6%
COC(=O)C[C@@H]1O[C@H]1[C@H](C)[C@@H](OC)C(C)C	3%[12.9 µM]
CC(C)C[C@@H](CC(=O)N[C@H](CC(=O)N[C@@H]1CCCC[C@H]1C(=O)N[C@H](CC(=O)N[C@@H](CCC(=O)O)CC(=O)O)Cc1c[nH]c2ccccc12)C(C)C)NC(=O)[C@@H]1CNCC[C@H]1N	-22%
O=C1OC2(c3ccc(O)cc3Oc3cc(O)ccc32)c2ccccc21	13%&27%
CC1=C(\C=C/C(C)=C/C=C\C(C)=C\C(=O)O)C(C)(C)CCC1	6%
CCO[C@H]1O[C@@H]([C@H](COCc2ccccc2)OCc2ccccc2)[C@@H](OCc2ccccc2)[C@H]1O	-15%[21.7 µM]
C#C[C@]1(O)CC[C@H]2[C@@H]3CCC4=CC(=O)CCC4(C)[C@H]3CCC21C (stereo partly drawn)	6%
CC(C)C[C@@H](CC(=O)N[C@@H](CCC(=O)O)CC(=O)O)NC(=O)[C@@H]1CNCC[C@H]1NC(=O)C[C@H](CCCN)NC(=O)C[C@H](CO)NC(=O)[C@@H]1CNCC[C@H]1N	-21%
COC(=O)Oc1ccccc1C(=O)O	3%
CCCn1c(C)nc2c(NCCN(C)C)nc(C)nc21	4%
CCCCCCCC/C=C/CCCCCCCC(=O)NCCOP(=O)(O)O	?
OCC(O)C(O)[C@H](O[C@H]1OC(CO)C(O)C(O)C1O)[C@H](O)CO (stereo partly drawn)	4%
C[C@]1(C(=O)O)CCC[C@]2(C)c3cc(O)ccc3CC[C@@H]12	11%
N#Cc1ccccc1-c1ccc2ncnc(NC3CC3)c2c1	-30%
C#CCCCC(=O)Nc1ccccc1	2%
Cn1c(=O)c(-c2cccs2)nc2cnc(N3CCOCC3)nc21	6%
CCNc1ncc2nc(-c3cc(F)cc(F)c3)c(=O)n(CCc3ccccc3)c2n1	-19%
CC[C@H](C)[C@H](NC(=O)[C@H](CC(=O)O)NC(=O)[C@H](CC(N)=O)NC(=O)[C@@H](NC(=O)[C@H](CCCNC(=N)N)NC(=O)[C@@H](NC(=O)[C@@H](NC(=O)[C@@H](NC(=O)[C@@H](NC(=O)[C@H](CCCCN)NC(=O)[C@@H](NC(=O)[C@H](CC(C)C)NC(=O)[C@@H](NC(=O)[C@H](CCCCN)NC(=O)[C@@H](NC(=O)[C@H](CC(=O)O)NC(=O)[C@H](CC(=O)O)NC(=O)[C@H](CCC(N)=O)NC(=O)[C@@H](NC(=O)[C@H](CCCCN)NC(=O)[C@H](CCC(N)=O)NC(=O)[C@@H](NC(=O)[C@@H]1CCCN1C(=O)[C@@H](N)C(C)C)[C@@H](C)CC)C(C)C)[C@@H](C)O)[C@@H](C)O)[C@@H](C)CC)[C@@H](C)O)[C@@H](C)CC)C(C)C)[C@@H](C)O)[C@@H](C)CC)C(=O)N[C@@H](CO)C(=O)N[C@@H](Cc1cnc[nH]1)C(=O)N[C@H](C(=O)N[C@@H](CCC(N)=O)C(=O)N[C@@H](CO)C(=O)N[C@H](C(=O)N[C@@H](CO)C(=O)N[C@@H](CO)C(=O)N[C@@H](CCCCN)C(=O)N[C@@H](CCC(N)=O)C(=O)N[C@@H](CCCCN)C(=O)O)C(C)C)[C@@H](C)O	4%
COc1cc(-c2oc3cc(O)cc(O)c3c(=O)c2O[C@@H]2O[C@H](CO)[C@@H](O)[C@H](O)[C@H]2O)ccc1O	-16%
N[C@H](Cc1o[nH]c(=O)c1Cl)C(=O)O	-22%
CC[C@]1(C)CC(=O)NC1=O	5%[21.7 µM]
C[C@@H]1C(=O)O[C@H]2C[C@@]34[C@H]5C[C@@H](C(C)(C)C)[C@]36[C@H](OC(=O)[C@H]6O)O[C@]4(C(=O)O5)[C@]21O	2%
COc1cccc(Nc2ncc3nc(C)c(=O)n(CCc4ccccc4)c3n2)c1	6%
CC(C)C[C@@H](CC(=O)N[C@@H](CCCN)CC(=O)N[C@@H]1CCNC[C@H]1C(=O)N[C@H](CC(=O)N[C@@H](CCC(=O)O)CC(=O)O)Cc1c[nH]c2ccccc12)NC(=O)[C@@H]1CNCC[C@H]1N	-26%
C=C(C)C1COc2cc3oc(=O)ccc3cc2O1 (stereo not drawn)	0%
CC(Cc1ccc(OCC(=O)O)cc1)NCC(O)c1cccc(Cl)c1 (stereo not drawn)	2%
O=c1c(CCc2ccccc2)nc2cnc(N3CCOCC3)nc2n1-c1ccccc1	12%
CC(C)CN1CCCC2(CCN(C(=O)c3cnccn3)CC2)C1	2%
C=C1CCN(C(CC(C)C)C(=O)NCc2cc(OC)c(OC)c(OC)c2)S(=O)(=O)c2ccccc21 (stereo not drawn)	0%
C[C@]1(OC(=O)/C=C\c2ccccc2)C[C@@H](O)[C@@]2(O)C=CO[C@@H](O[C@H]3O[C@@H](CO)[C@@H](O)[C@@H](O)[C@@H]3O)[C@H]21	0%[21.7 µM]
C=C(C)C(=O)OCCOCC	15%
COc1ccccc1CCn1c(=O)c(-c2cccs2)nc2cncnc21	-1%
C#CCCOC(=O)N1C2=NC(C(=O)OC)=C(C(=O)OC)[C@@H]3N(CC#CC)c4ccccc4[C@]23C[C@H]1C(=O)OC	9%[12.9 µM]
CO[C@H]1COC(=O)[C@H](C)COC(=O)[C@@H](OCc2ccccc2)/C=C\[C@@H]1C	0%[12.9 µM]

Next section:
smiles	FBPA Giardia inh
Fc1ccc(-c2nc3n(c2-c2ccncc2)CCS3)cc1	-26%
CN1CCc2nc(CO)c(CO)cc2C1	1%[12.9 µM]
CC[C@H](C)[C@@H](NC(=O)O[C@@H]1Cc2cc(OC)ccc2O[C@H]1c1cccc(OC)c1)C(=O)OC	0%
C[C@@H]1C(=O)O[C@@H]2C[C@]34[C@H]5C[C@@H](C(C)(C)C)[C@@]36[C@@H](OC(=O)[C@@H]6O)O[C@@]4(C(=O)O5)[C@@]12O	2%[21.7 µM]
C[C@H](CCC(=O)O)[C@H]1CC[C@@H]2[C@H]3CC[C@H]4C[C@@H](O)CC[C@@]4(C)[C@H]3CC[C@]21C	16%[21.7 µM]
O=C(/C=C/C(=O)Oc1ccccc1C(=O)O)Oc1ccccc1C(=O)O	-2%
COC(=O)[C@@H]1O[C@@H](c2c(OC)c(OC)c(C)c(OC)c2OC)[C@H](C)[C@@H](O)[C@@H]1C	1%[12.9 µM]
NS(=O)(=O)c1cc2c(cc1Cl)N[C@@H](C(Cl)Cl)NS2(=O)=O	0%[21.7 µM]
COC(=O)[C@@]1(Cc2ccccc2)[C@H]2c3cc(C(=O)N4CCCC4)n(Cc4ccc(C)o4)c3C[C@H]2CN1C(=O)c1ccccc1	-5%
NCCC[C@@H](CC(=O)N[C@@H]1CCNC[C@H]1C(=O)N[C@H](CC(=O)N[C@@H](CCC(=O)O)CC(=O)O)Cc1c[nH]c2ccccc12)NC(=O)C[C@H](Cc1c[nH]c2ccccc12)NC(=O)[C@@H]1CNCC[C@H]1N	-17%

> CCCCCCCCCCCCCCCCCCOC[C@H](COP(=O)([O-])OCC[N+](C)(C)C)OC
  FBPA Giardia inh: -1%&0%
> O=C1CCC=C1C(O)c1ccc(Cl)cc1 (stereo not drawn)
  FBPA Giardia inh: 0%
> O=C(Nc1ccccc1)N1CCC2(CCNCC2)CC1
  FBPA Giardia inh: 0%
> COc1cccc(-c2nccc(NC3CCNCC3)n2)c1
  FBPA Giardia inh: -10%
> Cn1cccc1C(=O)N1CCC2(CCCN(c3ccccn3)C2)CC1
  FBPA Giardia inh: 0%
> CCC(C)(C)C(=O)O[C@@H]1C[C@H](C)C=C2C=C[C@H](C)[C@@H](CC[C@H]3C[C@@H](O)CC(=O)O3)[C@H]21
  FBPA Giardia inh: -2%[21.7 µM]
> CCCC1CC(C(=O)N[C@H](C(C)O)C2OC(SC)[C@@H](O)C(O)C2O)N(C)C1 (stereo partly drawn)
  FBPA Giardia inh: 2%
> COc1cccc(Nc2ncc3nc(-c4ccc(F)cc4)c(=O)n(C)c3n2)c1
  FBPA Giardia inh: 3%
> COc1ccccc1CNc1ncncc1-c1ccccc1Cl
  FBPA Giardia inh: 10%
> COc1ccc(-n2c(=O)c(-c3ccc(F)cc3)nc3cnc(N4CCNCC4)nc32)cc1
  FBPA Giardia inh: 0%
> NCCCC[C@H](NC(=O)[C@H](Cc1c[nH]c2ccccc12)NC(=O)[C@H](CC(=O)O)NC(=O)[C@H](Cc1cnc[nH]1)NC(=O)[C@H](CO)NC(=O)[C@H](Cc1c[nH]c2ccccc12)NC(=O)[C@H](Cc1cnc[nH]1)NC(=O)[C@@H]1CCC(=O)N1)C(=O)N1CCC[C@H]1C(=O)NCC(N)=O
  FBPA Giardia inh: -9%
> CCCCCCCCCCC/C=C\C(C)(C)/C=C\CCCC(=O)O
  FBPA Giardia inh: 5%&4%
> COc1ccc(CNc2ncncc2-c2cccc(C#N)c2)c(OC)c1
  FBPA Giardia inh: 9%
> Cc1nc2cnc(N3CCNCC3)nc2n(CCC#N)c1=O
  FBPA Giardia inh: 0%
> COC(=O)C(C(C)=O)C(NC(=O)OC(C)(C)C)c1ccccc1 (stereo not drawn)
  FBPA Giardia inh: 3%
> OC[C@@H]1O[C@H](O)[C@H](O)[C@@H](O)[C@@H]1O
  FBPA Giardia inh: 7%
> CC(C)C[C@@H](CC(=O)N[C@@H](CCC(=O)O)CC(=O)O)NC(=O)[C@@H]1CCCC[C@H]1NC(=O)C[C@H](CCCN)NC(=O)C[C@H](CO)NC(=O)[C@@H]1CCCC[C@H]1N
  FBPA Giardia inh: -15%
> CC(=O)NCCNc1ncnc2ccc(-c3ccc4c(c3)OCO4)cc12
  FBPA Giardia inh: 1%
> COc1ccc(-c2nc3c(c4c2C[C@H](c2ccccc2)OC4)CN(C(=O)Nc2cccc(C#N)c2)CC3)c(C)c1
  FBPA Giardia inh: 2%[12.9 µM]
> CC(=O)NCCNc1cc(-c2ccccc2CN(C)C)ncn1
  FBPA Giardia inh: 0%
> COc1ccc(O[C@H]2C=C[C@@H](c3ccccc3)O[C@H]2CO/N=C2/[C@H]3O[C@@H]3[C@@H](O)[C@H]3[C@H]2CCn2c(=O)n(-c4ccccc4)c(=O)n23)cc1
  FBPA Giardia inh: -4%[12.9 µM]
> CC(C)C[C@@H](CC(=O)N[C@H](CC(=O)N[C@@H]1CCNC[C@H]1C(=O)N[C@H](CC(=O)N[C@@H](CCC(=O)O)CC(=O)O)Cc1ccccc1)C(C)C)NC(=O)[C@@H]1CNCC[C@H]1N
  FBPA Giardia inh: 7%
> CCNc1ncc2nc(CCc3ccccc3)c(=O)n(-c3ccc(OC)cc3)c2n1
  FBPA Giardia inh: -5%
> COC(=O)C/C=C\[C@@H](C)[C@@H](/C=N\O[C@@H]1O[C@H](COC(C)=O)[C@H](OC(C)=O)[C@H](OC(C)=O)[C@H]1OC(C)=O)OC
  FBPA Giardia inh: 1%[12.9 µM]
> O=C(NCC1CCCCC1)c1nnc(C(=O)NCC2CCCCC2)c2c1[nH]c1ccccc12
  FBPA Giardia inh: -2%

Of the compounds above, these contain sulfur.
> CS(=O)(=O)c1ccc(CNC(=O)[C@@H]2C[C@H]2[C@@H](NP(=O)(c2ccccc2)c2ccccc2)c2ccccc2)cc1
  FBPA Giardia inh: 8%
> O=C(c1csnn1)N1CCC2(CC1)CCN(c1ncccn1)CC2
  FBPA Giardia inh: 1%
> Cn1c(=O)c(-c2cccs2)nc2cnc(N3CCOCC3)nc21
  FBPA Giardia inh: 6%
> C=C1CCN(C(CC(C)C)C(=O)NCc2cc(OC)c(OC)c(OC)c2)S(=O)(=O)c2ccccc21 (stereo not drawn)
  FBPA Giardia inh: 0%
> COc1ccccc1CCn1c(=O)c(-c2cccs2)nc2cncnc21
  FBPA Giardia inh: -1%
> Fc1ccc(-c2nc3n(c2-c2ccncc2)CCS3)cc1
  FBPA Giardia inh: -26%
> NS(=O)(=O)c1cc2c(cc1Cl)N[C@@H](C(Cl)Cl)NS2(=O)=O
  FBPA Giardia inh: 0%[21.7 µM]
> CCCC1CC(C(=O)N[C@H](C(C)O)C2OC(SC)[C@@H](O)C(O)C2O)N(C)C1 (stereo partly drawn)
  FBPA Giardia inh: 2%
